Source: PubChem BioAssay
GoLoco inh red: RGS12 GoLoco-Gai1 interaction inhibition; Potency, µM (series often up to 61.6 µM), for the others: top-dose activity, negative = inhibition, most hits filed as inhibitors; hit rate 0.44% among 230,000; P63096; Gai1:RGS12 GoLoco peptide FP, rhodamine, 10 min; active = well fitted inhibition curve with a large enough effect, not every such curve was filed as active; inactive = no such curve, though single readings can be large or run the other way; also: nearly all actives have a fitted effect of over 30% in size; many of its hits are not listed in these tables
GAA inhib: alpha-glucosidase (human) inhibition; purified human GAA, 4-MU-alpha-glucoside fluorescence; Potency, µM (highest dose often 76.9 µM), without a hit: at the top dose activity change, negative = inhibition, most hits filed as inhibitors; P10253; hit rate 0.005% among 200,000;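 also: plate controls were uninhibited enzyme wells for no effect and no-enzyme background for full effect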
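Read-out is 4-methylumbelliferone fluorescence (Ex 365/Em 440 nm) after NaOH/glycine stop at pH 10. Enzyme 4 nM, substrate 400 uM, pH 5.0 citrate buffer, 20 min room temperature; AC50 from Hill-equation concentration-response.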
GAA glycogen mod: inhibitors or activators of human alpha-glucosidase glycogen cleavage; AID 2100; hit rate 0.38% among 300,000; Potency, µM (doses to about 76.4 µM), without a hit: at the top dose activity change, negative = inhibition, hits mostly inhibitors; P10253; recombinant GAA, glycogen substrate, Amplex Red glucose oxidase fluorescence;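 also: 0% = full enzyme reaction and -100% = no-enzyme basal signal; the screen sought inhibitors and activators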
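Recombinant human enzyme (4 nM); glycogen substrate; 37 C, 40 min, pH 5.0. Readout: coupled glucose oxidase/Amplex Red fluorescence.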
TR SRC2 fluor cs: Texas Red fluorescence interference in TRb-SRC2 counter-screen; TRb/SRC2 Texas Red total fluorescence interference; Potency, µM (top dose mostly 106 µM), without a hit: at the top dose fluorescence change, negative = quenching; hit rate 0.29% among 280,000; active = well fitted curve in either direction with a large enough effect; inconclusive = small, poorly fitted or top-dose-only effect
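Human TRβ ligand-binding domain (0.6 uM) and Texas Red SRC2 peptide (20 nM) in Tris buffer with 1 uM T3 and 5% DMSO were incubated with pinned compound for 5 hr at ambient temperature. Total fluorescence was computed as S + 2P (555/632 nm).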
TRb SRC2 PPI: disrupts binding of human TR beta to SRC2; AID 1469; TRbeta-SRC2 peptide binding, fluorescence polarization; receptor liganded with 1 µM T3; hit rate 0.065% among 280,000; P10828; Potency, µM (titrated, usually from 106 µM), inactives show at the highest dose activity change, negative = inhibition, most hits filed as inhibitors;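 also: plate controls were bound peptide for no effect and peptide without receptor for full effect; nearly all actives have a fitted effect of over 50% in size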
Target sequence (P10828 whole entry, looked up): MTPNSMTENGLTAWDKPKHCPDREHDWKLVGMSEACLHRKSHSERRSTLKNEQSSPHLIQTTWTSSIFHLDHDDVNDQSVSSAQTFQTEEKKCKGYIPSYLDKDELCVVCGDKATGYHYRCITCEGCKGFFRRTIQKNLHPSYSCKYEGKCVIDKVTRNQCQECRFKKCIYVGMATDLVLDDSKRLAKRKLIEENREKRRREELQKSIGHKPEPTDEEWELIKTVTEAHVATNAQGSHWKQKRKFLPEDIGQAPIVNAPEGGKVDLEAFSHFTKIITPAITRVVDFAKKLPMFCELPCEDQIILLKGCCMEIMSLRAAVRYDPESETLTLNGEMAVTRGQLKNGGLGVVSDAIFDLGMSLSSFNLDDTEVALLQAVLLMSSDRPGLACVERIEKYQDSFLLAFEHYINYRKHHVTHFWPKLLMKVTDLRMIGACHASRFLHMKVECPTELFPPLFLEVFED
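Human TRb ligand-binding domain (0.6 uM) is mixed with 20 nM Texas Red SRC2 peptide and 1 uM T3; after compound addition and 5 hr at ambient temperature, polarization is measured and normalized to unbound and bound controls.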
GAA spleen mod: lysosomal alpha-glucosidase (human) modulation | human spleen homogenate, 4-MU-alpha-glucoside fluorescence | Potency, µM (top dose mostly 79.9 µM), inactives show at the top dose activity change, negative = inhibition, usual class: inhibitors | hit rate 0.006% among 240,000 | AID 2112;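 also: 0% = enzyme with vehicle and -100% = no enzyme basal signal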
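Human spleen homogenate (1 ug) with 4-methylumbelliferyl-alpha-D-glucopyranoside (1 mM final) in 50 mM citrate/phosphate pH 5.0, 0.01% Tween-20; 40 min at 37 C. Stopped at pH 10; 4-MU fluorescence Ex 365/Em 440 nm; AC50 by Hill fit.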
RECQ1 inh: inhibitors of human RECQ1 DNA helicase; P46063; RECQ1 DNA unwinding, red fluorescence kinetic read; Potency, µM (titrated, usually from 57.3 µM), without a hit: at the highest dose activity, negative = inhibition, hits mostly inhibitors; hit rate 0.54% among 240,000;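 also: plate controls were vehicle for no effect and no enzyme for full effect; nearly all actives have a fitted effect of over 30% in size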
Target sequence (P46063 whole entry, looked up): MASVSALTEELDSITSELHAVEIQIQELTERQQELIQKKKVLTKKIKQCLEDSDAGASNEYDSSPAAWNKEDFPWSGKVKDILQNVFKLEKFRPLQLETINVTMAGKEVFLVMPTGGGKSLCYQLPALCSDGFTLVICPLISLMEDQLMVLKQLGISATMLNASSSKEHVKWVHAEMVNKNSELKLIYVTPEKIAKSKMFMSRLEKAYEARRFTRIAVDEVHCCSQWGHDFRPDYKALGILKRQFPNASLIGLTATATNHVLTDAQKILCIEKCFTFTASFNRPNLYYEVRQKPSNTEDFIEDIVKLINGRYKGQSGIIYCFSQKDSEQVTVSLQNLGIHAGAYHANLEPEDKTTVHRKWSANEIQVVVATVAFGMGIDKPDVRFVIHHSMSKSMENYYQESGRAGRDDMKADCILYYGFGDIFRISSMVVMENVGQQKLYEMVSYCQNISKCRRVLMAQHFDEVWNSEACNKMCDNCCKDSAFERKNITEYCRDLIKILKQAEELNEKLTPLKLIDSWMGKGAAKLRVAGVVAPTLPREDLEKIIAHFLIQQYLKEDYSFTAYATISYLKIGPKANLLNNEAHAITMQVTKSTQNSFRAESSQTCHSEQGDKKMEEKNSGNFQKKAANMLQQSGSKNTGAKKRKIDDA
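50 nM RECQ1T1 preincubated 15 min with compound in Tris pH 8.0 buffer with MgCl2, DTT, Tween-20 and 2.5 ug/ml poly(dI-dC); started with 200 nM TAMRA/BHQ-2 forked duplex and 2 mM ATP. Unwinding read as fluorescence (525/598 nm), two reads 2 h apart.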
L3MBTL1 inh: L3MBTL1 (human) inhibition; AID 485360; Q9Y468; AlphaScreen L3MBTL1–H3K9me1 peptide binding; Potency, µM (titrated, usually from 57.1 µM), without a hit: top-dose activity, negative = inhibition, hits mostly inhibitors; hit rate 0.66% among 230,000; also: nearly all actives have a fitted effect of over 60% in size
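First, the protein-peptide complex forms for 30 min at room temperature (L3MBTL1 50 nM, biotinylated H3K9me1 peptide 75 nM). Next, compounds are pin-transferred and incubated 30 min. Finally, AlphaScreen beads are added and read after 30 min.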
* = called active by the depositor; i = inactive; ? = inconclusive; · = not tested or not shown; [ ] = dose if it differs, or a comment. Unless noted, calls follow the shape of the dose curve; as a rule, active = well fitted curve in the direction sought with a large enough effect; inconclusive = small, poorly fitted or top-dose-only effect, or another doubt; inactive = no such curve, though single readings can be large; an effect the other way counts as inactive or inconclusive. Unless noted, % is scaled to controls: 0 for no effect and ±100 for the full control effect; potency is read from the fitted curve at half-maximal effect. This is a subset; rates above refer to the full screens.

Letter code: A = GoLoco inh red; B = GAA inhib; C = GAA glycogen mod; D = TR SRC2 fluor cs; E = TRb SRC2 PPI; F = GAA spleen mod; G = RECQ1 inh; H = L3MBTL1 inh
COc1ccc(C(CC(=O)Nc2nccs2)n2cccc2)cc1 (centres undefined)
  A: 8% | B: -6% | C: 6% | D: 1% | E: 7% | F: 5% | G: i | H: -5%

CCC[C@@H]1CCCO[C@@](C(=O)NCc2ccccn2)(C(F)(F)F)C1
  A: · | B: · | C: · | D: 1% | E: 2% | F: -8% | G: i | H: ·

C=C1CCN(C(Cc2ccccc2)C(=O)NCc2ccccc2)S(=O)(=O)c2ccccc21 (centres undefined)
  A: · | B: · | C: · | D: 0% | E: 3% | F: -13% | G: 0% | H: ·

O=C(NC(O)C(=O)c1cccs1)c1cccnc1 (centres undefined)
  A: 2% | B: -5% | C: -13% | D: 4% | E: 2% | F: 2% | G: 5% | H: -2%

O=C(C1CCCN(Cc2ccc3c(c2)OCO3)C1)N1CCCC1 (centres undefined)
  A: · | B: -5% | C: 3% | D: 2% | E: -3% | F: 6% | G: 1% | H: 2%

Nc1c(C(=O)NC2CCCC2)c2nc3ccccc3nc2n1/N=C/c1ccco1
  A: 10% | B: 3% | C: 7% | D: -1% | E: -6% | F: -1% | G: -15% | H: ·

COc1ccc(CCn2nnnc2CN2CCN(C(=O)c3ccco3)CC2)cc1OC
  A: 15% | B: 13% | C: -8% | D: -1%[53 µM] | E: -7%[53 µM] | F: -7% | G: -13% | H: 3%

NNC(=O)C(Cc1c[nH]c2ccccc12)NC(=O)c1ccccc1 (centres undefined)
  A: 20% | B: -16% | C: -16% | D: -16% | E: -1% | F: -8% | G: -5% | H: 33%[activator]

CCCc1noc2c1C(c1ccoc1)C(C#N)=C(N)N2 (centres undefined)
  A: 2% | B: -4% | C: 4% | D: -4% | E: 3% | F: -6% | G: i | H: 3%

O=C(NCC1CCCO1)C(c1ccc(F)cc1)N(Cc1ccc(F)cc1)C(=O)Cn1nnc(-c2cccs2)n1 (centres undefined)
  A: -4% | B: -1% | C: 1% | D: -3% | E: -8% | F: 1% | G: 3% | H: -13%

CC(=O)Nc1ccc2c(c1)N(C(=O)CN(C)C)c1ccccc1CC2
  A: 1% | B: 3% | C: -12% | D: -6% | E: -3% | F: 1% | G: -4% | H: ·

CCC(C(=O)NC(C)(C)C)N(Cc1cccs1)C(=O)CNS(=O)(=O)c1ccccc1 (centres undefined)
  A: 5% | B: · | C: -4% | D: 1% | E: -3% | F: 1% | G: -14% | H: ·

CC(=O)c1cccc(S(=O)(=O)N2CCN(c3nc4cc(C)cc(C)c4cc3C#N)CC2)c1
  A: · | B: 5% | C: 13% | D: 1% | E: -2% | F: 1% | G: -13% | H: 4%

CC(C)=NOCc1ccc(-c2cn([C@@H]3COC[C@H]3O)nn2)cc1
  A: -1% | B: 2% | C: 0% | D: 0% | E: 7% | F: 1% | G: i | H: 0%

CN(CCC#N)C(=O)CC1(Cc2ccccc2)CCOC(C)(C)C1 (centres undefined)
  A: -1% | B: · | C: 0% | D: -3% | E: -1% | F: -2% | G: 6% | H: 14%

COC(=O)N1C2CC3(C)CC(=O)CC1(C)C3c1ccccc12 (centres undefined)
  A: 5%[14.2 µM] | B: · | C: · | D: -1%[11.2 µM] | E: -7%[11.2 µM] | F: 5%[17.4 µM] | G: i[11.5 µM] | H: ·

O=C(Cn1cnc2c(cnn2-c2ccccc2)c1=O)c1ccc(Cl)cc1
  A: 2% | B: 2% | C: 4% | D: 0% | E: -12% | F: -5% | G: -9% | H: 0%

O=C(c1ccc(C(=O)N2CCCc3ccccc32)nc1)N1CCCc2ccccc21
  A: -5% | B: -6% | C: -12% | D: 2% | E: 14% | F: 2% | G: -4% | H: -6%

COC(=O)C1C(=O)c2c([nH]c(C(=O)OC3CCCC3)c2C)CC1C (centres undefined)
  A: 5% | B: -3% | C: 6% | D: -1% | E: -6% | F: -3% | G: i | H: ·

O=C(N/N=C/c1c[nH]c2ccc(Br)cc12)c1ccccn1
  A: 6% | B: -3% | C: -16% | D: -6% | E: -2% | F: 2% | G: -4% | H: ·

Cc1ccc(C(=O)N/C(=C/c2ccc(C(C)C)cc2)C(=O)NCCCN2CCOCC2)cc1
  A: 7% | B: · | C: -1% | D: -2% | E: -2% | F: 14% | G: -4% | H: -7%

COC(=O)C1C(=O)C=C(N2CCOCC2)CC1(C)C (centres undefined)
  A: 12% | B: -6% | C: 5% | D: -2% | E: 0% | F: -1% | G: i | H: 10%

COCCCN1CN(S(=O)(=O)c2cccs2)c2nc3ccccc3nc21
  A: 8% | B: · | C: 0% | D: -1% | E: -3% | F: 9% | G: -2% | H: 2%

CCOc1ccc(CCNC(=O)Cn2c(-c3nonc3N)nc3ccccc32)cc1OCC
  A: 8% | B: 2% | C: 3% | D: 0% | E: 4% | F: -3% | G: -1% | H: ·

Cc1ccc2c(CSc3nncs3)cc(=O)oc2c1
  A: 4% | B: 5% | C: 5% | D: -3% | E: -5% | F: -2% | G: 16% | H: -9%

Fetched by structure from the list above (2):
Letter code: A = GoLoco inh red; B = GAA inhib; C = GAA glycogen mod; D = TR SRC2 fluor cs; E = TRb SRC2 PPI; F = GAA spleen mod; G = RECQ1 inh; H = L3MBTL1 inh
Nc1c(C(=O)NC2CCCC2)c2nc3ccccc3nc2n1/N=C/c1ccco1
  A: 10% | B: 3% | C: 7% | D: -1% | E: -6% | F: -1% | G: -15% | H: ·

CN(CCC#N)C(=O)CC1(Cc2ccccc2)CCOC(C)(C)C1 (centres undefined)
  A: -1% | B: · | C: 0% | D: -3% | E: -1% | F: -2% | G: 6% | H: 14%

Compounds above that have an NH in an aromatic ring, in the order listed:
Letter code: A = GoLoco inh red; B = GAA inhib; C = GAA glycogen mod; D = TR SRC2 fluor cs; E = TRb SRC2 PPI; F = GAA spleen mod; G = RECQ1 inh; H = L3MBTL1 inh
NNC(=O)C(Cc1c[nH]c2ccccc12)NC(=O)c1ccccc1 (centres undefined)
  A: 20% | B: -16% | C: -16% | D: -16% | E: -1% | F: -8% | G: -5% | H: 33%[activator]

COC(=O)C1C(=O)c2c([nH]c(C(=O)OC3CCCC3)c2C)CC1C (centres undefined)
  A: 5% | B: -3% | C: 6% | D: -1% | E: -6% | F: -3% | G: i | H: ·

O=C(N/N=C/c1c[nH]c2ccc(Br)cc12)c1ccccn1
  A: 6% | B: -3% | C: -16% | D: -6% | E: -2% | F: 2% | G: -4% | H: ·

Two entries from above, with bars between the fields.
mol | GoLoco inh red | GAA inhib | GAA glycogen mod | TR SRC2 fluor cs | TRb SRC2 PPI | GAA spleen mod | RECQ1 inh | L3MBTL1 inh
O=C(N/N=C/c1c[nH]c2ccc(Br)cc12)c1ccccn1 | 6% | -3% | -16% | -6% | -2% | 2% | -4% | ·
Cc1ccc(C(=O)N/C(=C/c2ccc(C(C)C)cc2)C(=O)NCCCN2CCOCC2)cc1 | 7% | · | -1% | -2% | -2% | 14% | -4% | -7%

Next results follow:
Results follow in this order: GoLoco inh red | GAA inhib | GAA glycogen mod | TR SRC2 fluor cs | TRb SRC2 PPI | GAA spleen mod | RECQ1 inh | L3MBTL1 inh
> COc1ccc(NC(=S)NCCCCCC(=O)C[N+](=O)[O-])cc1
    -4% | -2% | -3% | 1% | -4% | 0% | -8% | ·
> COc1nc(NC2CCCCC2)nc(N2CCCCCC2)n1
    -11% | -6% | -2% | -5% | -16% | -4% | -1% | 6%
> CCN(CC)S(=O)(=O)c1ccc(C(=O)OCC(=O)Nc2ccc(-c3nc4ccc(C)cc4s3)cc2)cc1
    7% | ? | 0% | 0% | -2% | 3% | i | 1%
> O=C(Nc1nc(-c2ccc(F)cc2)cs1)c1ccc(N2C(=O)CCC2=O)cc1
    11% | 2% | -2% | -2% | 4% | 9% | -4% | 4%
> Nc1c(C(=O)Nc2cccc(Cl)c2Cl)sc2nc(-c3cccnc3)ccc12
    4% | 3% | -6% | 0% | -18% | 0% | -1% | -5%
> CSc1c(C#N)c(N)nc2sc(C(=O)c3ccccc3)c(N)c12
    3% | · | 2% | 1% | 4% | -9% | 5% | ·
> N#Cc1c(NC(=O)CSc2ccccn2)oc(-c2ccccc2)c1-c1ccccc1
    27% | -2% | 2% | 0% | -5% | 2% | 12% | ·
> COc1cccc(-c2cc3c(=O)n(-c4ccccc4)c(=S)[nH]c3s2)c1
    · | 6% | -3% | -4% | 5% | -11% | -10% | 2%
> CCCOc1ccc(N2C(=O)CC(N3CCN(c4ccccc4F)CC3)C2=O)cc1 (centres undefined)
    4% | 0% | 7% | -6% | 1% | -7% | -8% | 2%
> Cc1ccc(S(=O)(=O)C2(C(=O)Nc3cccnc3)CC2)cc1
    3% | -3% | 0% | 2% | 3% | -5% | -2% | 1%
> CN(C(=O)/C=C/c1cnc2ccccc2c1)C1CCCCC1
    -1% | -11% | -5% | -1% | -12% | · | -3% | 0%
> CC(C)N(C(=O)CSc1nnc(CNc2ccc(F)cc2)o1)C(C)C
    -10% | -6% | -11% | -6% | -5% | 7% | 3% | -18%
> COc1ccccc1CC(=O)O/N=C(\N)c1ccccn1
    1% | -14%[15.4 µM] | -2% | 0% | 1% | 0% | -8% | 0%
> Cn1c(=O)c2c(nc(Br)n2CC(=O)C23CC4CC(CC(C4)C2)C3)n(C)c1=O
    14% | -1% | -2% | -7% | -4% | -3% | i | 11%
> COc1cccc(-c2nnc(SCC(=O)Nc3ccc4c(c3)OCCO4)n2Cc2ccco2)c1
    1% | ? | -18% | 2% | -12% | -5% | i | -4%
> Cc1cccc(C(=O)NNC(=O)Nc2ccccc2)c1
    -8% | -5% | -1% | 0% | -6% | 5% | -3% | 19%
> CC(C)(C)CC(C)(C)NC1=CC(=O)OC12CCCCC2
    8% | -1% | 0% | -2% | -8% | -5% | -13% | ·
> COc1cc(CNC2CCCC2)cc(Br)c1OCC(=O)Nc1ccccc1C
    -1% | -1% | 1% | 1% | -2% | 1% | i | -3%
> COc1ccc(C(=O)O)cc1S(=O)(=O)NC(C)(C)C
    6% | · | 5% | -1% | -6% | 1% | i | ·
> COc1ccc(OC)c(-n2cnnn2)c1
    10% | -8% | 4% | -3% | 5% | 0% | -6% | 0%
